SIAE primary: human SIAE inhibitors, primary screen, biochemical, fluorescence polarization, FP-Rh probe, 1536-well HTS. SIAE FP-Rh probe binding. hit rate 0.69% among 370,000. inhibition, % at 9.66 µM. Sialate O-acetylesterase (Homo sapiens), Q9HAT2;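 active = inhibition above a cutoff: mean of compounds within the control limits plus 3 SD of those, cut at about 17% in these data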;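 note: 0% = plate median of compound wells and 100% = probe without SIAE protein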
Target sequence (Q9HAT2 whole entry, looked up): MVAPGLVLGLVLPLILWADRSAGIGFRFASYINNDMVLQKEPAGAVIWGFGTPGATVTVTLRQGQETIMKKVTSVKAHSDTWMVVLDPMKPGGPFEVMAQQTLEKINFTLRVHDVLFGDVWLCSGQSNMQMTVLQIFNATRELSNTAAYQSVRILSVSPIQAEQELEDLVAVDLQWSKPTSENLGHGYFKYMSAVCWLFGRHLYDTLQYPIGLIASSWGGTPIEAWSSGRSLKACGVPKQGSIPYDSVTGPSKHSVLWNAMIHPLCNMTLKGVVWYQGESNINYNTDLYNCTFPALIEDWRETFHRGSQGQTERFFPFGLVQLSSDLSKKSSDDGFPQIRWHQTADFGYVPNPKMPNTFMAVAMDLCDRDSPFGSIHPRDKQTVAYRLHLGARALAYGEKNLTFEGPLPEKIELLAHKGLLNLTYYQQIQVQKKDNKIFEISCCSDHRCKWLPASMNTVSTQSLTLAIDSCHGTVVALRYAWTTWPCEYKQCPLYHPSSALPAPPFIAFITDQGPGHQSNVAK
PLC-gamma1 inh: PLC-gamma1 enzyme inhibitors, primary screen, biochemical, fluorescence, purified enzyme | 1-phosphatidylinositol 4,5-bisphosphate phosphodiesterase gamma-1 (Homo sapiens), P19174 | fluorogenic substrate | inhibition, % at 12.2 µM | hit rate 0.84% among 370,000; in the data active = inhibition above about 9.5%
ADAM17 inh: ADAM17 inhibitors, primary screen, biochemical, QFRET; inhibition, % at 6.95 µM; hit rate 0.83% among 370,000; recombinant ADAM17, EDANS/DABCYL FRET peptide cleavage;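 active = inhibition above the mean of compounds lying between control limits plus 3 SD, set per campaign, cut at about 8.5% in these data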;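 note: 0% = DMSO-only wells as the low control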
ARFGAP1 inhibitor: inhibitors of rat ARFGAP1 GAP activity, primary screen, biochemical, fluorescence polarization, GDP tracer; inhibition, % at 16.5 µM; AID 651572, 2012; hit rate 0.26% among 360,000; Arfgap1-stimulated ARF1 GTP hydrolysis, GDP FP detection; ADP-ribosylation factor GTPase-activating protein 1 (Rattus norvegicus), Q62848;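 active = inhibition above a per-plate limit, mean inhibition of low control wells plus 3 SD, cut at about 25% in these data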;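 note: 0% = DMSO wells with enzyme and 100% = wells lacking Arfgap1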
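Repeats: one replicate per compound; assay system: rat Arfgap1 catalytic domain, aa 1-136; times: enzyme reaction 120 min at 25 °C after 20 min preincubation; detection: FP of antibody-bound GDP Alexa 633 tracer, ex 620/em 688 nm; benchmarks: high control wells lacking Arfgap1, low control full reaction with DMSO; reagent: human ARF1(Δ1-17)-GTP substrate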
TDP2 absorb: human TDP2 enzyme inhibitors, primary screen, biochemical, epi absorbance, recombinant enzyme; T5PNP hydrolysis, p-nitrophenol absorbance 415 nm; AID 720702, 2013; Tyrosyl-DNA phosphodiesterase 2 (Homo sapiens), O95551; inhibition, % at 12.8 µM; hit rate 0.34% among 370,000;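 active = inhibition above the mean of all tested compounds plus 3 SD, set per campaign, cut at about 25% in these data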;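 note: 0% = DMSO with enzyme and 100% = buffer with substrate but no TDP2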
Target sequence (O95551 whole entry, looked up): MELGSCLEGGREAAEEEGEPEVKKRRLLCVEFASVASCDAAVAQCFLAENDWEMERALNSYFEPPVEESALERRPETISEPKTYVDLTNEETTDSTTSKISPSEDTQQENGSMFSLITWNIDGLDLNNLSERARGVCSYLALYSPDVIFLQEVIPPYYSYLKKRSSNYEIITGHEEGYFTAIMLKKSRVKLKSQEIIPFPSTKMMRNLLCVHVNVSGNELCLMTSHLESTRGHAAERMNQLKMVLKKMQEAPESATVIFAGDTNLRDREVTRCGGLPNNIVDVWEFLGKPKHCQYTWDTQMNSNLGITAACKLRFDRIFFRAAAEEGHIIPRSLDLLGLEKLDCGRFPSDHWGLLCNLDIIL
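Evaluation: % inhibition relative to enzyme-containing and enzyme-free wells. Material: recombinant human TDP2. Benchmarks: enzyme-free and DMSO wells. Timing: enzyme reaction with compound for 2 h at 37 °C. Compound dosing: 12.8 µM only. Measured by: p-Nitrophenol epi absorbance. Reagent: T5PNP substrate at 5 mM, a TopII-DNA adduct mimic. Replication: single well per compound.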
ASAP1 GAP inh: inhibitors of human ASAP1 ArfGAP activity, primary screen, biochemical, fluorescence polarization. hit rate 0.19% among 360,000. ASAP1-stimulated ARF1 GTP hydrolysis, GDP FP detection. inhibition, % at 16.5 µM. Arf-GAP with SH3 domain, ANK repeat and PH domain-containing protein 1 (Homo sapiens), …. AID 624377, 2012; in the data active = inhibition above about 25%;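 note: 0% = vehicle with enzyme and substrate and 100% = no enzyme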
Tn6 DDE FP: inhibitors of Tn6 peptide binding to fibrin DD(E), primary screen, biochemical, fluorescence polarization, human fibrin, Tn6 probe | Fibrinogen beta chain (Homo sapiens), P02675 | Fibrin DD(E) TRITC-Tn6 fluorescence polarization displacement | inhibition, % at 8.3 µM | hit rate 0.21% among 370,000;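 active = inhibition above a per-campaign cutoff: mean of compounds within control limits plus 3 SD, cut at about 15% in these data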;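 note: 0% = median of all compound wells on the plate and 100% = blocking peptide control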
ADAM10 inh: human ADAM10 inhibitors, primary screen, biochemical, QFRET, HTS; AID 720582, 2013; inhibition, % at 7 µM; Disintegrin and metalloproteinase domain-containing protein 10 (Homo sapiens), O14672; recombinant ADAM10, EDANS/DABCYL FRET peptide cleavage, 3 h; hit rate 0.62% among 370,000;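 active = inhibition above a per-campaign cutoff equal to the mean of compounds falling between control-based bounds plus 3 SD, cut at about 20% in these data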;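 note: 0% = DMSO wells while the 100% control is not disclosed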
PLC-beta3 inh: human PLC-beta3 inhibitors, primary screen, biochemical, fluorescence; hit rate 0.18% among 370,000; Purified PLC-beta3, fluorogenic substrate; inhibition, % at 12.2 µM; 1-phosphatidylinositol 4,5-bisphosphate phosphodiesterase beta-3 (Homo sapiens), Q01970; in the data active = inhibition above about 11%;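 note: 0% = median of compound wells on plate and 100% = full blocker control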
DDE Tn7 FP inh: inhibitors of Tn7 peptide binding to fibrin DD(E), primary screen, biochemical, fluorescence polarization, human fibrin, Tn7 probe; FP displacement of FITC-Tn7 peptide from fibrin DD(E); 0% = median of compound wells per plate; inhibition, % at 8.3 µM; hit rate 0.13% among 370,000;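 active = inhibition above the mean of compounds falling within the control limits plus 3 SD of them, cut at about 14% in these data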;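 note: 0% = plate median of compound wells and 100% = 10 µM Aha-Tn7 peptide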
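Test system: human clot-derived fibrin DD(E) complex / Quantity: 2 µM final DD(E) protein / Incubation: 10 min plus 3 h, room temperature / Measured by: fluorescence polarization / Benchmarks: high control of 10 µM Aha-Tn7 peptide / Replicates: singlicate testing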
* hit, by the source's call; . = not tested or not shown; + = active, no number.

item	SIAE primary	PLC-gamma1 inh	ADAM17 inh	ARFGAP1 inhibitor	TDP2 absorb	ASAP1 GAP inh	Tn6 DDE FP	ADAM10 inh	PLC-beta3 inh	DDE Tn7 FP inh	structure
1	0	4	1	-2	0	5	9	1	10	-4	CCCNC(=O)c1onc(CSc2ccncc2)c1C(=O)NCCC
2	-11	-9	-4	2	-5	-5	-6	-6	-11	-2	CS(=O)(=O)N1CCN(c2ccccc2NC(=O)c2ccc(-c3ccc(Cl)cc3Cl)o2)CC1
3	-2	8	-3	9	-9	-3	-5	-11	-2	-2	Cc1[nH]n(-c2ccc([N+](=O)[O-])cc2)c(=O)c1C=NCCc1c[nH]c2ccccc12
4	-1	1	-4	0	-14	1	-6	-9	-7	1	C/C(=N\Nc1ccccn1)c1ccc(OC(F)F)cc1
5	-4	5	2	-9	-6	8	2	6	5	-8	CC1(C)CCC(=O)N2CC[C@H]3C[C@H](OC(=O)Nc4ccc(Br)cc4)C[C@@H]1[C@H]32
6	0	1	-8	0	8	5	-2	-4	1	-2	CCC(Sc1ncccc1Nc1ccccn1)C(=O)O (stereo not drawn)
7	-8	2	0	14	11	-19	0	-1	2	-3	Cc1ccc(NC(=O)c2ccc3c(c2)N(CC(=O)N2CCCCC2)C(=O)C(C)(C)O3)cc1
8	0	-19	-2	-2	-9	-6	-1	-6	-34	-8	COc1ccc(C(=O)N=C2SC3CS(=O)(=O)CC3N2Cc2ccccc2)cc1OC (stereo not drawn)
9	-1	4	-5	8	-3	6	5	-15	-4	2	CCN1CCN(S(=O)(=O)c2ccc(Cl)c(C(=O)N(CC(C)C)C3CCS(=O)(=O)C3)c2)CC1 (stereo not drawn)
10	-4	-1	2	4	-2	4	-3	2	-2	-4	COc1ccc2c(c1)C1NC(=S)NC(C)(O2)C1C(=O)Nc1ccc(Cl)cc1 (stereo not drawn)
11	-1	0	-6	13	-9	-7	-8	-1	-8	2	O=C(O)c1ccc(NC(=O)c2ccco2)c(NC(=O)c2ccco2)c1
12	-1	3	0	-1	-10	9	-2	10	0	-6	COc1ccc(Cn2c(SCc3ccccc3C)nc3cc(OC)c(OC)cc3c2=N)cc1
13	-1	1	-2	-7	-6	-11	3	5	-6	-3	CN(Cc1cnccn1)Cc1nc(Cc2ccccc2Cl)no1
14	-8	-7	-11	-7	-3	2	-4	-37	-5	-11	CCCCn1c(SC(C)C(=O)NCC2CCCO2)nc2cc(C(=O)OC)ccc2c1=O (stereo not drawn)
15	7	-7	-24	8	17	-3	-7	-75	-9	6	Cc1nc2scc(C)n2c(=O)c1S(=O)(=O)NCCc1ccc(Cl)cc1
16	-9	9	3	-4	-6	-9	-3	2	1	-5	CCc1nc2cc(NC(=O)C3(C)CCCN(C(C)C)C3)ccc2o1 (stereo not drawn)
17	-1	-51	-14	-5	1	7	0	-57	-76	2	O=CNc1cc(-c2ccc(C(=O)N3CCOCC3)cc2)cn2c(-c3ccc(F)cc3)cnc12
18	0	-1	-4	2	0	-1	1	-6	-5	-2	O=C(Nc1ccc(Cl)cc1)c1ccc(Br)cc1F
19	14	-18	1	3	-2	14	0	-5	-17	3	Cc1nc2ncccn2c1-c1csc(Nc2ccccc2)n1
20	-26	1	3	6	-5	4	7	10	0	-3	CC(=O)Nc1ccc(-c2ccnc3c2CC(C(=O)Nc2ccc(C(C)C)cc2)O3)cc1 (stereo not drawn)
21	8	0	-1	-11	10	8	-8	-3	0	7	Cn1c(C(=O)O)c(C=O)c2ccccc21
22	-2	3	-2	-2	6	-2	1	1	1	-3	CCCCCNC1=CC(=O)CC(c2ccccc2)C1 (stereo not drawn)
23	-1	0	1	10	-8	3	-6	-10	2	-4	O=C(COC(=O)C1=COCCO1)NCc1ccc(F)cc1
24	-2	3	0	6	14	1	3	-2	-1	-3	COC(=O)Cc1c(C)nc2nc(-c3ccc(OC)cc3)[nH]n2c1=O
25	0	-1	-3	-8	-2	-14	5	1	-1	-4	O=C1O/C(=C/C(=O)N2CCOCC2)c2ccccc21

Reprinted from the part before: 4 entries; new compounds follow.
item	SIAE primary	PLC-gamma1 inh	ADAM17 inh	ARFGAP1 inhibitor	TDP2 absorb	ASAP1 GAP inh	Tn6 DDE FP	ADAM10 inh	PLC-beta3 inh	DDE Tn7 FP inh	structure
22	-2	3	-2	-2	6	-2	1	1	1	-3	CCCCCNC1=CC(=O)CC(c2ccccc2)C1 (stereo not drawn)
23	-1	0	1	10	-8	3	-6	-10	2	-4	O=C(COC(=O)C1=COCCO1)NCc1ccc(F)cc1
24	-2	3	0	6	14	1	3	-2	-1	-3	COC(=O)Cc1c(C)nc2nc(-c3ccc(OC)cc3)[nH]n2c1=O
25	0	-1	-3	-8	-2	-14	5	1	-1	-4	O=C1O/C(=C/C(=O)N2CCOCC2)c2ccccc21
26	1	-1	-1	-4	8	-12	-3	-12	-5	2	Cc1c(S(=O)(=O)N2CCc3ccccc3C2)c(=O)n(C)c(=O)n1C
27	-9	5	3	6	10	1	0	15	8	0	CCN(CC)S(=O)(=O)c1ccc(C)c(NC(=O)/C=C/c2cccs2)c1
28	-5	0	0	-8	1	0	0	4	2	0	Cc1sc2ncnc(SC(C)C(=O)N3c4ccccc4Sc4ccccc43)c2c1C (stereo not drawn)
29	-13	2	1	12	7	-7	-2	3	-4	6	CN(C)S(=O)(=O)c1cccc(C(=O)NCCOC(=O)c2cc(F)c(F)cc2Cl)c1
30	-2	0	1	-11	9	-4	2	2	1	-1	O=C(O)CCCn1cc(NC(=O)c2cc(F)c(F)cc2Cl)cn1
31	-5	-4	1	25*	-5	3	3	5	1	-2	COc1ccc(S(=O)(=O)NCc2cccnc2)cc1NC(=O)c1ccc(Cl)cc1
32	12	0	-2	-10	10	-9	-8	3	0	10	CCC(C(=O)Nc1cc(C(=O)O)ccc1C)c1ccccc1 (stereo not drawn)
33	-9	-32	-11	19	1	1	1	-42	-35	-1	Oc1oc(-c2cccc3ccccc23)nc1/C=N/c1nccs1
34	0	0	-6	-3	-4	1	-3	3	-7	2	NC(=O)CN1C(=O)C(=O)N(Cc2ccccc2Cl)C1=O
35	.	-130	-8	-104	9	-100	+	-24	-197	2	O=c1ccc2[n+]([O-])c3ccc(O)cc3oc-2c1
36	3	1	-1	3	7	-14	1	-4	4	2	O=C(c1cccs1)N1CCN(Cc2cccc([N+](=O)[O-])c2)CC1
37	4	-4	-4	1	-14	15	-2	-8	-1	4	O=C(c1cc2cc(F)ccc2[nH]1)N1CCN(c2ccc(F)cc2)CC1
38	-1	1	-3	6	5	-2	-1	5	-1	-4	Cc1cccc(OCc2nnc(SCC(=O)c3ccccc3)o2)c1
39	-3	-3	-1	2	-3	2	-6	-3	1	-4	Cc1nnc(SCc2cccc([N+](=O)[O-])c2)[nH]c1=O
40	-3	3	-3	1	-7	-4	3	1	5	5	Cc1cn([C@H]2C[C@H](O)[C@@H](CNCc3cccc(OC4CCCC4)c3)O2)c(=O)[nH]c1=O
41	-7	0	9.9*	-4	1	-1	0	22*	3	2	CCCCCCn1c(=O)n2n(c1=O)[C@@H]1CN(S(=O)(=O)c3ccc(C)cc3)C[C@]1(O)[C@@H](OC(=O)NCc1ccccc1)C2
42	-7	9.8*	8.6*	11	-27	3	3	13	3	-5	CN(C)S(=O)(=O)c1ccc(NC(=O)COC(=O)CC2CC3CCC2C3)cc1 (stereo not drawn)
43	8	3	-5	6	7	-12	1	-4	-1	-9	COc1ccc(CN2CCN(C(=O)c3ccc(S(=O)(=O)NCc4ccco4)cc3)CC2)cc1F
44	-1	-2	0	-8	-1	1	4	-11	-7	4	Cc1cc(=O)oc2cc(OCC(=O)NCCc3c[nH]c4ccc(F)cc34)ccc12
45	2	2	-4	8	4	-4	-1	5	2	3	O=C(CSc1nc2ccccc2[nH]1)N1CCCCC1
46	-7	4	1	7	5	5	3	2	3	-10	Clc1ccccc1-c1cc(COc2ccc3ccccc3c2)no1
47	8	2	-3	-2	10	-4	5	-2	-4	3	Cc1cccc(-n2c(C)nc3cc(C(=O)N4CCOCC4)ccc32)c1
48	-11	1	2	-8	-2	-12	-2	7	1	0	CN(C1CCCCC1)S(=O)(=O)c1ccc(NC(=O)c2ccco2)cc1
